Screening data: PubChem BioAssay, several laboratories
PERK inh: blocks human PERK kinase. inhibition, % at 5.6 µM. CHO PERK-DD fusion, SEAP luminescence translation reporter. 220,000 compounds, 0.17% hits. Q9NZJ5;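 active = inhibition above the mean inhibition of all tested compounds plus 3 SD, set separately per screening campaign, cut at about 2.9% in these data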;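 note: PERK kinase domain activated by AP20187 dimerizer at 100 nM; 0% = DMSO with dimerizer and 100% = rapamycin at 8.4 µM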
TRPML3 ag: activates the human TRPML3 channel. HEK293 TRPML3-YFP, Fluo-8 calcium fluorescence; 100% = the carbachol control signal. Q8TDD5. activation, % at 3 µM. 220,000 compounds, 0.29% hits. AID 1448;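 active = activation above its plate's cutoff, the mean activation of the plate's test wells plus 3 SD, cut at about 12% in these data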;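 note: 0% = DMSO only wells and 100% = carbachol wells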
Target sequence (Q8TDD5 whole entry, looked up): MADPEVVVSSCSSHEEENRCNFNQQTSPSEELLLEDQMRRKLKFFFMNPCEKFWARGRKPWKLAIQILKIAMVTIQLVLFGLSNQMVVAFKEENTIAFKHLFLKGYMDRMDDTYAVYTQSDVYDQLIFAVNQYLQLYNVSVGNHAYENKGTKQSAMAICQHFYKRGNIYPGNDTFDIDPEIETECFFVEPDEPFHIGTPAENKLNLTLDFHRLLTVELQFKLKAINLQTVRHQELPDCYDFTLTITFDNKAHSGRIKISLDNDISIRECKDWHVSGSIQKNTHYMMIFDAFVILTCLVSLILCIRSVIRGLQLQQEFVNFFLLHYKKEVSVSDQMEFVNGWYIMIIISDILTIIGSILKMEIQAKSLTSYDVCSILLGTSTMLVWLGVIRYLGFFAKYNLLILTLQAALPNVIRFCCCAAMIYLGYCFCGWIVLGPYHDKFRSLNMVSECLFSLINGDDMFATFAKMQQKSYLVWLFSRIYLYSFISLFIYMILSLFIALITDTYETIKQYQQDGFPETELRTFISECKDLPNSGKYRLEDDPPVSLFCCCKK
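Test system: HEK293 cells stably carrying human TRPML3-YFP; Doses: single dose, 3 µM final nominal compound, 0.3% DMSO final; Schedule: dye loading 1 h 37 °C then 30 min ambient, 125 s read; Technique: Fluo-8 calcium fluorescence; Benchmarks: high control carbachol 87 µM, low control DMSO.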
Ba/F3 V617F tox: lowers viability of Ba/F3 cells expressing EpoR and JAK2V617F | ATP luminescence | inhibition, % at 5.6 µM | 220,000 compounds, 1.1% hits;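 active = inhibition above the campaign mean plus 3 SD over all tested compounds, cut at about 24% in these data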;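 note: cytokine-independent growth of Ba/F3 cells driven by EpoR plus mutant JAK2; 0% = DMSO-treated cells and 100% = JAK inhibitor I control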
EP2 mod: EP2 receptor (human) modulation | EP2-expressing cells, cAMP HTRF FRET, PGE2 co-stimulation | AID 940 | 260,000 compounds, 0.83% hits | induction, % at 25 µM | P43116;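 active = compounds whose cAMP rise, as percent of the full-agonist control response, exceeds 60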;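 note: rat C6 glioma line stably carrying human EP2 under a CMV promoter; the protocol text gives 20 µM as final concentration; 100% = response of wells given 1 µM PGE2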
S1P4 agonist: human S1P4 receptor agonism; O95977; S1P4-expressing cell line, agonist reporter assay; activation, % at 4.98 µM; 220,000 compounds, 0.35% hits; AID 1509; in the data active = activation above about 11%;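 note: 0% = DMSO vehicle and 100% = reference agonist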
Target sequence (O95977 whole entry, looked up): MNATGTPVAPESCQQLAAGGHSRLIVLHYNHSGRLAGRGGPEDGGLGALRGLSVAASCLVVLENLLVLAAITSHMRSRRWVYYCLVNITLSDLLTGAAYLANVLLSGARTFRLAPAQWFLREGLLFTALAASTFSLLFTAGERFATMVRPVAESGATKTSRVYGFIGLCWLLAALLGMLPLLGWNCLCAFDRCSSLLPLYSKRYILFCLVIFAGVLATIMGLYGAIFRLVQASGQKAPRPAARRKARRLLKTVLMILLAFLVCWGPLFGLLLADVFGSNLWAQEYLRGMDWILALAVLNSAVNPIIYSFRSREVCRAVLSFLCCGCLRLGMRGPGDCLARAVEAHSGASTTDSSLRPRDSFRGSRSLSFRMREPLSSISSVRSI
BaF3 tox: reduces parental Ba/F3 cell viability, JAK2V617F counter-screen. AID 1486. CellTiter-Glo ATP luminescence. inhibition, % at 5.6 µM. 220,000 compounds, 1.1% hits;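 active = inhibition above a per-campaign cutoff, the mean inhibition of all tested compounds plus 3 SD, cut at about 27% in these data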;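 note: 0% = DMSO wells and 100% = JAK Inhibitor I control wells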
S1P4 antagonist: blocks the human S1P4 receptor; S1P4-expressing cells, antagonist mode, reporter read-out; inhibition, % at 4.98 µM; 220,000 compounds, 0.26% hits; AID 1510; in the data active = inhibition above about 29%;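 note: 0% = wells stimulated with agonist and 100% = vehicle wells without agonist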
zfTRPN1 agonist: agonists of zebrafish TRPN1 channel; HEK293 zebrafish TRPN1-YFP, Fluo-8 calcium fluorescence; 100% = response to 87 µM carbachol; activation, % at 3 µM; 220,000 compounds, 0.18% hits; AID 1424;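 active = activation above its plate's cutoff, the mean activation of test wells on that plate plus 3 SD, cut at about 19% in these data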;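 note: 0% = DMSO alone and 100% = 87 µM carbachol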
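Material – zebrafish TRPN1-YFP in HEK293 cells · Doses – 3 µM single point · Schedule – dye 1 h 37 °C plus 30 min RT · Signal – Fluo-8 calcium fluorescence, excitation 470-495 nm, emission 515-575 nm · Read-out – % activation versus carbachol response · Control set – carbachol high, DMSO low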
m-calpain inh: calpain II (pig) inhibition. purified calpain II, fluorogenic peptide substrate, 30 min. inhibition, % at 16 µM. 220,000 compounds, 0.37% hits. AID 1236;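 active = inhibition above about 50%, limit read from the data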
Active calls of the source: *; . = not tested or not shown; & = joins results of further samples.

entry	canonical_smiles	PERK inh	TRPML3 ag	Ba/F3 V617F tox	EP2 mod	S1P4 agonist	BaF3 tox	S1P4 antagonist	zfTRPN1 agonist	m-calpain inh
1	CCn1cc(-c2nnnn2-c2ccc(Cl)cc2)c(=O)c2ccccc21	0.1	-0.1	-0.1	-8.3	-0.9	6.4	-6.5	0.1	4.4
2	COc1ccc(/C=N/NC(=O)Nc2ccc3nsnc3c2)c(OC)c1	0.8	0.8	0.0	0.4	2.1	3.6	9.4	1.0	-28.9
3	COc1cc(C)nc(N(Cc2ccccc2)S(=O)(=O)c2ccc(C)cc2)n1	-0.5	27.5*	0.9	15.7	2.6	-3.3	-6.7	1.2	16.7
4	CCOc1ccc(C2C(C(=O)NC)=C(C)Nc3nc4ccccc4n32)cc1OC (configuration not stated)	0.5	0.5	-4.9	.	2.8	2.6	-4.6	-0.3	.
5	Cc1oc(-c2cccc(C(F)(F)F)c2)nc1CN1CCOCC1	0.6	-0.3	0.9	-10.1	0.6	5.9	22.2	-0.2	-30.6
6	COc1cccc(/C(O)=C2/C(=O)C(=O)N(Cc3ccco3)C2c2ccncc2)c1 (configuration not stated)	0.0	0.6	-0.7	11.6&6.8	-2.0	0.7	-7.5	0.8	43.2
7	O=C(NCc1cccnc1)c1ccc(COc2ccccc2Cl)o1	0.4	0.7	-4.8	-29.0	0.5	-1.6	6.8	-0.8	3.2
8	O=C(NC1c2ccccc2-c2ccccc21)N1CCCCC1	0.1	-0.7	-1.4	26.2	-0.2	-1.3	3.9	0.6	-35.0
9	CC(C(=O)Nc1ccc(S(=O)(=O)N2CCOCC2)cc1)N1C(=O)C2CC=CCC2C1=O (configuration not stated)	-0.8	0.7	2.1	-26.2	0.1	6.7	-6.8	1.8	2.1
10	Cc1ccc(C2(O)CN(c3ccccc3)C3=[N+]2CCS3)cc1 (configuration not stated)	0.2	0.3	6.2	46.2	0.0	22.7	-2.7	0.3	5.7

Carrying on:
entry	canonical_smiles	PERK inh	TRPML3 ag	Ba/F3 V617F tox	EP2 mod	S1P4 agonist	BaF3 tox	S1P4 antagonist	zfTRPN1 agonist	m-calpain inh
11	CCOC(=O)CCCc1ccc(/C(C)=N/NC(N)=S)cc1	0.9	0.4	3.3	-0.4	2.1	3.9	21.0	0.6	26.5
12	CC(C)C(NC(=O)C(Cc1ccccc1)NC(=O)OCc1ccccc1)C(=O)O (configuration not stated)	1.2	1.3	2.1	10.5	0.3	0.4	13.6	2.2	8.4
13	CCCCNC(=S)NNC(=O)c1csc(C)c1C	0.3	-0.2	-0.3	-20.2	-1.9	7.4	-3.9	-0.5	-1.4
14	CCc1ccc(NC(=S)/N=C(\N)Nc2nc(C)c3cc(CC)ccc3n2)cc1	-0.4	-0.1	8.9	0.5	-0.2	18.2	-15.0	-0.3	-23.9
15	Cc1ccc(-n2c(SCC(=O)Nc3ccc4c5c(cccc35)CC4)nc(O)cc2=O)cc1	0.1	0.3	-1.1	12.7	0.1	4.5	-7.0	0.1	-35.9
16	FC(F)(F)c1cc(-c2ccco2)nc2ncnn12	2.4	0.7	0.2	16.2	0.0	4.4	-8.5	0.9	-280.5
17	O=C(O)c1ccc(NCc2ccc3c(c2)OCO3)cc1	1.8	0.0	1.1	-26.1	1.4	2.4	-4.4	1.6	13.4
18	COc1ccc(-c2cn(-c3ccc(Cl)cc3)c3[n+]2CCCCC3)cc1	2.3	-0.1	71.4*	2.5	0.1	68.0*	14.6	0.8	18.8
19	O=C(NC1CCN(Cc2ccccc2)CC1)c1ccc(Oc2cc(Cl)cc(Cl)c2)o1	1.4	1.2	-2.8	-51.4	0.2	-0.7	-4.5	0.2	5.2
20	CCC(=O)Nc1cc(NC(=O)CSc2ncc(-c3ccc(F)cc3)n2Cc2ccco2)ccc1C	-1.0	-1.8	0.7	5.7	1.3	6.8	-7.1	-2.0	-124.2

The list continues:
entry	canonical_smiles	PERK inh	TRPML3 ag	Ba/F3 V617F tox	EP2 mod	S1P4 agonist	BaF3 tox	S1P4 antagonist	zfTRPN1 agonist	m-calpain inh
21	CCN1CC=C2C(C1)C(c1ccc(Cl)s1)C(C#N)=C(N)C2(C#N)C#N (configuration not stated)	-1.1	0.7	2.1	4.5	0.3	7.8	-7.1	2.2	-38.6
22	Cc1ccc2[nH]c3c(N4CCN(Cc5ccccc5)CC4)ncnc3c2c1	-1.2	1.8	0.7	-36.7	-1.4	24.7	-4.1	2.3	-189.7
23	Clc1ccc(CSc2nccn2Cc2ccccc2)cc1	0.6	-1.1	1.8	12.3	-0.1	2.0	-14.4	-1.1	7.7
24	Cc1c(/C=N/NC(=O)C(NC(=O)c2ccc3c(c2)OCO3)C(C)C)c2ccccc2n1C (configuration not stated)	-1.6	0.3	-1.5	-56.1	0.9	1.6	-3.4	-3.0	-11.1
25	O=S(=O)(Nc1ccc(O)c(Sc2nc3ccccc3s2)c1)c1ccc(Cl)cc1	1.9	-0.1	-0.1	-6.8	-1.5	7.5	-21.3	0.8	-22.4
26	O=C1NCCNC(=O)c2ccccc2OCCOc2ccccc21	-0.2	0.5	5.0	-11.7	0.7	8.6	-13.2	2.5	12.5
27	COc1ccc(OC)c([N+](=O)[O-])c1C(N)=O	1.5	0.5	-0.9	32.3	0.7	2.8	-8.5	0.7	-21.1
28	O=C(NCc1ccco1)c1ccc(Br)c(S(=O)(=O)N2CCCCC2)c1	-0.9	2.3	-0.9	-11.2	2.2	3.5	-10.4	5.4	31.9
29	COc1ccc(C2(C(=O)Nc3ccccc3)CCOCC2)cc1	0.4	0.0	-1.9	-3.0	0.2	-1.1	-1.8	0.8	-8.2
30	Nn1c(SCC(=O)N2CCCc3ccccc32)nnc1-c1ccc(Cl)cc1	-0.5	-0.7	-0.7	-5.2	2.1	2.5	13.0	-0.4	3.7

The list goes on (2 carried over from the part before).
entry	canonical_smiles	PERK inh	TRPML3 ag	Ba/F3 V617F tox	EP2 mod	S1P4 agonist	BaF3 tox	S1P4 antagonist	zfTRPN1 agonist	m-calpain inh
29	COc1ccc(C2(C(=O)Nc3ccccc3)CCOCC2)cc1	0.4	0.0	-1.9	-3.0	0.2	-1.1	-1.8	0.8	-8.2
30	Nn1c(SCC(=O)N2CCCc3ccccc32)nnc1-c1ccc(Cl)cc1	-0.5	-0.7	-0.7	-5.2	2.1	2.5	13.0	-0.4	3.7
31	COc1ccccc1N1CCN(Cc2nc(N)nc(Nc3ccc(C)cc3)n2)CC1	-0.4	0.0	-2.0	-16.6	-0.4	2.4	-5.5	-0.4	-7.4
32	CCOC(=O)C1CCN(C(=O)CCc2ccccc2)CC1	-0.1	0.7	4.4	-14.3	-1.5	0.6	20.1	1.0	-43.4
33	COc1ccc2[nH]c(C(=O)Nc3ccc(C)c(F)c3)cc2c1	1.0	0.6	-1.6	43.9	1.9	1.5	-4.2	1.1	-16.7
34	CC(=O)N1CCN(S(=O)(=O)c2cccc(C(=O)Nc3nccs3)c2)CC1	0.0	1.2	-2.1	-1.4	1.3	4.0	4.0	1.2	-8.9
35	COc1ccc(OC)c(CNCCNC(=O)c2ccco2)c1	0.4	1.0	0.0	-6.4&-1.4	-0.9	1.1	3.8	-0.3	-20.1
36	CCn1c(CNc2ccc(Cl)cc2)nnc1SCC(=O)OC1CCCCC1	0.2	1.0	-0.5	-2.7	0.8	4.6	-0.6	2.6	9.2
37	COc1cc(/C=C2\SC(=O)N(c3ccccc3Cl)C2=O)cc([N+](=O)[O-])c1O	0.4	-0.5	-1.4	35.1	1.9	4.7	-21.3	-0.2	-33.7
38	CCCCCCn1c(=O)c(-c2ccccc2)c(O)c2ccccc21	-1.0	0.1	-0.4	37.7	-2.5	2.9	2.0	-1.1	0.0
39	O=C(Nc1cc(Cl)ccc1Cl)C1CC(=O)N(c2ccc(Br)cc2)C1 (configuration not stated)	-0.1	0.3	4.1	11.0	1.4	5.9	-4.3	-0.2	19.6
40	O=C(NNc1ccccc1[N+](=O)[O-])Nc1ccc(F)cc1	0.6	0.6	2.9	-46.6	-0.6	6.0	-17.1	0.7	17.6

Following part:
entry	canonical_smiles	PERK inh	TRPML3 ag	Ba/F3 V617F tox	EP2 mod	S1P4 agonist	BaF3 tox	S1P4 antagonist	zfTRPN1 agonist	m-calpain inh
41	N#Cc1ccc(-c2csc(NC(=O)C3CC3)n2)cc1	-0.9	1.4	3.6	-16.6	0.2	2.1	-5.1	1.1	-59.5
42	COc1ccc(/C=N/NC(=O)c2ccccc2OCc2ccccc2)c(OC)c1	-0.2	-0.2	1.7	41.2	0.3	4.0	-6.1	-2.5	-42.0
43	C=CCNC(=O)CN(c1cccc(Br)c1)S(C)(=O)=O	0.6	-0.1	-1.9	-4.1	3.4	2.3	4.4	0.5	4.0
44	COCCNC(=O)c1cc2c(=O)n(C)c3ccccc3c2n1C	-0.9	0.3	-0.8	-1.2	-4.3	-0.1	-0.8	-0.4	-28.1
45	CCCNc1c(NC(C)=O)c(=O)oc2ccccc12	1.2	1.3	-3.2	6.9	1.5	4.5	-6.7	-0.3	-22.2
46	CC(C)OCCCNC(=O)c1ccc(NS(C)(=O)=O)cc1	1.0	0.7	-0.3	12.8	-1.1	3.8	-34.5	1.5	3.6
47	Brc1ccccc1OCCCn1cnc2ccccc21	0.2	0.6	-1.3	-43.7	0.2	7.6	-0.3	-0.4	17.8
48	COc1ccc(CN2C(=O)CSC2c2ccncc2)cc1 (configuration not stated)	-0.2	0.1	-1.7	-2.2	-1.9	-5.0	-5.4	2.0	-7.4
49	Cc1ccccc1C(=O)Nc1c(-c2cccs2)c(=O)c2ccccc2n1C	0.7	0.5	-2.9	21.9	-1.0	-1.8	9.5	2.3	-23.1
50	CCOc1cc(CN2CCN(Cc3ccc(C)o3)C(CCO)C2)ccc1OC (configuration not stated)	-1.1	0.4	-0.2	5.1	2.3	1.0	-12.8	0.8	-9.1
51	Cc1ccnc(NC(=O)CCC(=O)N(CC(=O)NC2CCCCC2)C2CCCC2)c1	0.7	0.4	-0.8	3.7	2.9	1.3	-8.1	2.0	21.3
52	O=C(/C=C/c1ccco1)Nc1ccccn1	1.3	1.0	62.6*	-0.3	1.6	56.2*	-33.8	-1.6	12.4
53	Cc1cc(S(=O)(=O)N2CCOCC2)ccc1F	1.2	0.0	0.0	5.1	0.6	1.2	-9.9	1.0	-26.3
